# Screening data (PubChem)
# BLM helicase inh = Bloom syndrome helicase (human) inhibition; P54132; recombinant BLM DNA unwinding, fluorescence dequenching; Potency, µM (highest dose often 56.1 µM), inactives show at the highest dose activity change, negative = inhibition, usual class: inhibitors; 350,000 compounds, 0.2% hits;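 also: plate controls were vehicle for no effect and no enzyme for full effect; nearly all actives have a fitted effect of over 35% in size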
# APEX1 inh = blocks human APE1 abasic DNA cleavage; recombinant APE1, TAMRA/BHQ-2 abasic DNA cleavage fluorescence; Potency, µM (series often up to 65.8 µM), for the others: at the top dose activity change, negative = inhibition, usual class: inhibitors; 350,000 compounds, 0.35% hits;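 also: plate controls were vehicle for no effect and reference inhibitor for full effect; nearly all actives have a fitted effect of over 55% in size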
#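 Enzyme (0.75 nM final) and test compound are incubated 15 min at room temperature before adding 50 nM quenched THF abasic-site duplex. Cleavage dequenches TAMRA, followed at 525/598 nm over three reads one minute apart.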
# G9a inh = G9a (human) methyltransferase inhibition; Q96KQ7; 350,000 compounds, 8.8% hits; Potency, µM (top dose mostly 102 µM), inactives show at the top dose activity, negative = inhibition, hits mostly inhibitors; G9a H3K9 monomethylation, AlphaScreen, 2 h; also: % is scaled to controls: 0 for no effect and ±100 for the full control effect; nearly all actives have a fitted effect of over 75% in size
# Target sequence (Q96KQ7 913-1193 limits assumed): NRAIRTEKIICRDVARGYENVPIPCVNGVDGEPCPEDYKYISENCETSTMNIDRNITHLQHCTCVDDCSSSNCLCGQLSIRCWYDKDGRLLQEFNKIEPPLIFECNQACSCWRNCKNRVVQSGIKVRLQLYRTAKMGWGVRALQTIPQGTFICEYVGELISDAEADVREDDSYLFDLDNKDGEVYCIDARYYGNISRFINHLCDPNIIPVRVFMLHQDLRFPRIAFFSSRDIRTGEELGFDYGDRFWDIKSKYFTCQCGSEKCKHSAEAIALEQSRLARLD
#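 Step 1: enzyme (final 20 nM) with compound, 15 min RT. Step 2: substrate peptide 500 nM and SAM 20 uM, 2 h RT. Step 3: anti-H3K9me1 antibody and AlphaScreen beads, 10 min, then plate read.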
# BAZ2B inh = inhibitors of human BAZ2B bromodomain. AID 504333. Potency, µM (top dose mostly 114 µM), without a hit: at the top dose activity change, negative = inhibition, actives largely listed as inhibitors. Q9UIF8. AlphaScreen BAZ2B-H3K14Ac peptide displacement. 360,000 compounds, 4.4% hits; also: % is scaled to controls: 0 for no effect and ±100 for the full control effect; nearly all actives have a fitted effect of over 60% in size
#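 AlphaScreen displacement of biotin-H3(5-23)K14Ac peptide (50 nM final) from BAZ2B (50 nM final) in PBS pH 7.4, 0.01% Tween-20; complex preformed 30 min RT, then compounds (top 110 uM) 30 min RT, beads 20 min dark.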
# POLI inh = inhibitors of human DNA polymerase iota. Potency, µM (doses to about 115 µM), without a hit: at the top dose activity, negative = inhibition, most hits filed as inhibitors. AID 588590. 390,000 compounds, 1% hits. Pol iota fluorescent replication assay, 10 min. Q9UNA4
# Target sequence (Q9UNA4 whole entry, looked up): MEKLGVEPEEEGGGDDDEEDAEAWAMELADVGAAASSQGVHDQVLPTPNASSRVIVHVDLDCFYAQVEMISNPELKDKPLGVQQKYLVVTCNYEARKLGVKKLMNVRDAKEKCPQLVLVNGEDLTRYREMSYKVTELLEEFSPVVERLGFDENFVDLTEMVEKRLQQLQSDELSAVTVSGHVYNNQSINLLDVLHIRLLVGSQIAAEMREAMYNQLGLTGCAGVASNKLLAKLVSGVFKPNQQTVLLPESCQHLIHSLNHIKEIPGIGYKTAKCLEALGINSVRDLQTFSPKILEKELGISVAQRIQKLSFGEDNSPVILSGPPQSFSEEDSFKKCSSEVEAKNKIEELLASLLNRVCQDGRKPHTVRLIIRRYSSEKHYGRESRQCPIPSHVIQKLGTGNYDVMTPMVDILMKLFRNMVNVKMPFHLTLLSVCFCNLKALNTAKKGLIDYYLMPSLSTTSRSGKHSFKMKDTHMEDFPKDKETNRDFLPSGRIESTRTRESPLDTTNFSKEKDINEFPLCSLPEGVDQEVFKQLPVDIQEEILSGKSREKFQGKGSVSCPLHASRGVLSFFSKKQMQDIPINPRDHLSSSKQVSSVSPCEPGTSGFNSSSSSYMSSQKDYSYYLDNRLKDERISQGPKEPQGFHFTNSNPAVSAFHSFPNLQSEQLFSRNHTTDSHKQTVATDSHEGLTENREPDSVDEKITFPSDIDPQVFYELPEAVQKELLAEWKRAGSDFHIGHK
#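 Pol iota at 10 nM preincubated 15 min with compounds at room temperature; reaction started with fluorescent substrate, 50 nM final. Fluorescence read kinetically at 0 and 10 min; buffer-only wells as negative control.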
# Apoferritin bind = binds horse apoferritin like a general anesthetic. P02791. apoferritin/1-aminoanthracene competitive binding, fluorescence. Potency, µM (highest dose often 77.5 µM), without a hit: at the highest dose activity change, negative = displacement, usual class: inhibitors. 350,000 compounds, 0.074% hits; also: % is scaled to controls: 0 for no effect and ±100 for the full control effect; nearly all actives have a fitted effect of over 20% in size
#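 Horse-spleen apoferritin (10 uM) in 50% saturated 1-aminoanthracene in PBS was incubated 10 min at room temperature with compound. Fluorescence (ex 380, em 535 nm) was normalized to free and bound 1-AMA, with concentration-response fitted by a four-parameter Hill equation.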
# Pol eta inh = inhibitors of human DNA polymerase eta; Q9Y253; recombinant Pol eta, fluorescent DNA replication assay; Potency, µM (doses to about 114 µM), without a hit: top-dose activity change, negative = inhibition, hits mostly inhibitors; 390,000 compounds, 1.2% hits; AID 588591; also: % is scaled to controls: 0 for no effect and ±100 for the full control effect
#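 Pol eta (10 nM) was preincubated with compounds for 15 min at room temperature, after which fluorescent replication substrate (50 nM final) was added to start the reaction. Fluorescence was read kinetically at 0 and 10 min.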
# Pol kappa inh = inhibitors of human DNA polymerase kappa | purified Pol kappa, fluorescent DNA synthesis assay, 10 min | Q9UBT6 | AID 588579 | Potency, µM (highest dose often 107 µM), for inactives: at the top dose activity, negative = inhibition, actives largely listed as inhibitors | 400,000 compounds, 0.53% hits; also: % is scaled to controls: 0 for no effect and ±100 for the full control effect
#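 10 nM Pol kappa preincubated 15 min at room temperature with compounds, then reaction started with substrate at 50 nM final. Fluorescence read kinetically at 0 and 10 min; buffer-only wells served as negative control.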
# POLB inh = inhibitors of human DNA polymerase beta; P06746; Pol beta primer extension/strand displacement, fluorescence kinetic; Potency, µM (top dose mostly 114 µM), for inactives: top-dose activity change, negative = inhibition, actives largely listed as inhibitors; 340,000 compounds, 1.3% hits; AID 485314; also: % is scaled to controls: 0 for no effect and ±100 for the full control effect
#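 Curves were derived by four-parameter Hill fits of normalized qHTS data. The kinetic fluorescent primer-extension read was taken at 0 and 10 min after 50 nM substrate, following a 15 min room-temperature preincubation of 10 nM enzyme with compounds.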
# The depositor's hits bear a star; ? = inconclusive; / = no result given; [ ] = remark or other dose. Calls follow the shape of the dose curve; as a rule, active = well fitted curve in the direction sought with a large enough effect; inconclusive = small, poorly fitted or top-dose-only effect, or another doubt; inactive = no such curve, though single readings can be large; an effect the other way counts as inactive or inconclusive. Potency is read from the fitted curve at half-maximal effect.
SMILES,BLM helicase inh,APEX1 inh,G9a inh,BAZ2B inh,POLI inh,Apoferritin bind,Pol eta inh,Pol kappa inh,POLB inh
Cn1c(SCC(=O)OCC(=O)c2ccccc2)nnc1-c1cccs1,-0.8%,0.9%,-24.3%[59 µM],-17.5%,-5.1%,-12.6%,-4.2%,-7.9%,0.6%
O=C(CCN1C(=O)CSc2ccccc21)Nc1ccc(C(F)(F)F)cc1,/,-13.0%,11.8%[2.33 µM],10.2%,-17.7%,/,-13.1%,-7.7%,/
CCOc1ccc(N2C(=O)c3ccccc3C2=O)cc1,-2.0%,15.0%,12.3%[59 µM],8.6%,-5.7%,-13.8%,-7.9%,-16.0%,6.1%
Cc1ccc(NC(=O)COc2ccc(Br)cn2)cc1,1.7%,3.5%,3.2%,3.6%,10.5%,-3.6%,-13.2%,7.4%,-0.1%
COc1ccccc1NC(=O)CCN1CCN(Cc2ccccc2)CC1,-4.4%,12.2%,-2.7%[59 µM],2.3%,8.8%,0.0%,-3.2%,-3.2%,8.3%
CCc1ncc(CN2CCC(C(=O)Nc3cccc(-c4cscn4)c3)CC2)cn1,-2.0%,7.8%,/,-3.7%,?,-5.0%,-6.8%,-12.5%,58.0%
COc1cc(C(=O)N(Cc2ccc(F)cc2)Cc2ccco2)cc(OC)c1OC,-3.2%,/,-32.8%[59 µM],-16.3%,25.3%,-13.1%,-10.2%,-16.9%,-2.3%
CCOC(=O)c1ccc(NC(=O)C2=C(C)C(=O)OC23CCN(C(C)C)CC3)cc1,1.1%,/,8.4%[59 µM],1.6%,-1.7%,-5.8%,-3.6%,14.9%,38.8%
CCOc1cc(C(=O)CCC(=O)OCC(=O)Nc2ccc(F)cc2)ccc1O,/,-13.0%,-7.8%,15.1%,16.5%,/,-1.4%,-10.9%,/
Cc1ccn2cc(CCNS(=O)(=O)c3ccc(F)c(C(F)(F)F)c3)nc2c1,1.6%,-9.2%,-0.6%[59 µM],?,30.3%[activator],-2.3%,-13.8%,-2.4%,-0.1%
COc1ccc(N(C(=O)c2cccnc2)S(=O)(=O)c2ccc(F)cc2)cc1,1.0%,41.5%,11.1%,-30.4%,-9.4%,-20.5%,-5.5%,-11.3%,?
COc1ccc(S(=O)(=O)N(CC(=O)N2CCCCCC2)c2ccccc2OC)cc1,-1.3%,-6.0%,8.0%,-1.3%,17.3%,6.1%,-5.4%,-12.8%,3.1%
CC(=O)c1sc(NS(=O)(=O)c2ccc(C)cc2)nc1C,-5.1%,-0.9%,?,-20.5%,15.3%,-5.4%,-1.9%,-7.5%,-10.3%
Cc1ccc(N(Cc2cc3ccc(C)cc3[nH]c2=O)S(=O)(=O)c2ccccc2)c(C)c1,-0.9%,30.6%[activator],-1.9%,-19.4%,4.8%,-10.9%,-16.8%,4.2%,13.1%
COc1ccc(C2Nc3ccccc3C(=O)N2NS(C)(=O)=O)cc1OC (stereo unspecified),-4.1%,-3.2%,-24.5%,10.9%,-8.4%,69.9%[activator],-6.9%,6.5%,1.4%
Cc1cc2ccccn2c1C(=O)c1cccc(S(=O)(=O)N2CCOCC2)c1,-3.1%,-2.7%,?,-29.1%,-0.8%,-18.4%,-7.5%,-21.4%,1.6%
O=C(COC(=O)Cc1ccccc1F)Nc1ccc(Cl)cn1,-1.1%,5.0%,-30.1%,11.5%,22.6%,-23.9%,0.4%,-4.1%,11.6%
Cn1ccnc1C(OC(=O)c1ccc(Cl)cc1)C(F)(F)F (stereo unspecified),-4.4%,-15.6%,0.0%,-1.3%,35.5%,6.8%,1.7%,5.0%,15.6%
CCN(CC)C(=S)Nc1cc(C(=O)OC)ccc1C(=O)OC,-0.7%,3.7%,8.4%,-1.0%,126.9%[activator],48.9%[activator],-5.6%,-17.3%,1.4%
CC(C)(C)N(Cc1ccccc1)C(=O)COC(=O)CCc1c[nH]c2ccccc12,-9.6%,1.3%,14.1µM*,?,5.6%,-8.2%,-15.5%,-9.6%,1.8%[57.1 µM]

# Some of the entries so far, tab-delimited:
SMILES	BLM helicase inh	APEX1 inh	G9a inh	BAZ2B inh	POLI inh	Apoferritin bind	Pol eta inh	Pol kappa inh	POLB inh
COc1ccccc1NC(=O)CCN1CCN(Cc2ccccc2)CC1	-4.4%	12.2%	-2.7%[59 µM]	2.3%	8.8%	0.0%	-3.2%	-3.2%	8.3%
CCc1ncc(CN2CCC(C(=O)Nc3cccc(-c4cscn4)c3)CC2)cn1	-2.0%	7.8%	/	-3.7%	?	-5.0%	-6.8%	-12.5%	58.0%

# (next part)
SMILES,BLM helicase inh,APEX1 inh,G9a inh,BAZ2B inh,POLI inh,Apoferritin bind,Pol eta inh,Pol kappa inh,POLB inh
CCOC(=O)C1=C(C(F)(F)F)Nc2ncnn2C1c1ccc(OC)cc1OC (stereo unspecified),3.2%,-0.2%,7.7%,2.1%,16.6%,-9.5%,-4.2%,-10.5%,11.1%
CC(N)C(=O)NC(C(=O)N1CCCC1C(=O)NC(c1ccccc1)c1ccccc1)C(C)C (stereo unspecified),/,-1.0%,8.5%[2.33 µM],-2.8%,-30.1%,/,-0.6%,0.5%,/
COc1ccc(NC(=S)N(Cc2ccc(C)cc2)Cc2ccccn2)cc1,-4.3%,1.1%,11.3%[59 µM],?,84.7%[activator],-15.8%,-20.7%,-12.6%,7.4%
O=C(Nc1ncccc1O)c1ccc2c(c1)OCCO2,/,-19.0%,50.1µM*,79.4µM*,11.7%,/,1.7%,4.8%,/
Cc1cc(C)cc(N2C(=O)CSC2c2ccccn2)c1 (stereo unspecified),-0.6%,0.0%,-2.3%,9.1%,162.0%[activator],-12.4%,-18.3%,-6.5%,7.3%
CCn1ccnc1CNCc1cn(-c2cc(C)ccc2C)nc1-c1ccccc1,-2.1%,-2.4%,-10.2%,39.8µM*,9.3%,?,-21.6%,2.9%,21.8%
O=[N+]([O-])c1ccc(C2=Nn3c(Cn4nnc5ccccc54)nnc3SC2)cc1,-2.2%,16.1%,/,-37.3%,-0.7%,-11.5%,-11.6%,-6.2%,4.8%
CCC1Sc2ccccc2N(CC(=O)NC2CCCCC2)C1=O (stereo unspecified),-5.4%,-4.1%,?,-1.8%,141.6%[activator],-21.8%,-1.5%,-11.7%,7.0%
CCCCOc1ccc(-c2ncc(C(=O)O)c(C)n2)cc1,-1.6%,2.2%,-28.3%,7.3%,9.3%,-4.8%,-1.4%,-0.1%,5.8%
CC(C)(C)NC(=O)Cn1c(=O)oc2ccc(Cl)cc21,1.4%,-2.0%,-10.6%[59 µM],-0.3%,2.6%,-2.8%,?,-4.3%,30.6%
Cc1ccc(NC(=O)C2CCCN(C(=O)Nc3ccc(F)cc3)C2)cc1 (stereo unspecified),-1.3%,-5.8%,-9.6%,5.8%,-0.6%,-0.5%,-14.6%,7.7%,48.0%
CCOc1cccc2cc(C(=O)NCc3cccnc3)c(=O)oc12,0.3%,-6.0%,-37.9%[2.33 µM],22.8%,31.0%,35.4%[activator],-8.7%,0.0%,-2.8%
Cc1noc(C)c1C(=O)Nc1cc(S(=O)(=O)N2CCCCC2)ccc1N(C)C,/,-14.6%,39.8µM*,9.7%,16.8%,/,-3.1%,-16.0%,/
COc1ccc(Cl)cc1NC(=O)CSC1=NN2CCCC(=O)N=C2S1,-7.3%,26.9%,6.4%,1.2%,?,-11.6%,-19.5%,-14.7%,?
Cc1ccc(C2CC(c3ccc(Cl)cc3)n3nc(N)nc3N2)cc1 (stereo unspecified),-0.3%,-6.5%,-7.9%,6.9%,23.1%,1.4%,-18.3%,-1.7%,-11.4%
CC1CN(c2ccc(Oc3ccccc3)cc2)c2nc3c(c(=O)n(CC(N)=O)c(=O)n3C)n2C1 (stereo unspecified),-4.8%,-0.1%,27.6%[12.7 µM],0.0%,-26.2%,-6.3%,-13.7%,-2.8%,-3.4%
CCN(CC)C(=O)CN(Cc1ccccc1)S(=O)(=O)c1ccc(F)cc1,-6.0%,0.9%,11.3%[12.7 µM],2.9%,5.8%,-18.3%,-10.8%,-3.8%,-0.2%
NC(=O)c1c(NC(=O)c2ccco2)sc2c1CCC2,1.3%,2.2%,10.7%,-1.4%,-36.2%,-15.6%,-6.4%,-4.2%,0.5%
O=C1S/C(=C\c2ccccc2)C(=O)N1CC(O)Cn1c2ccccc2c2ccccc21 (stereo unspecified),-2.2%,24.1%,-19.5%[59 µM],-11.7%,-4.9%,3.0%,-14.4%,-3.2%,1.5%
Cc1nn(Cc2c(Cl)cccc2Cl)c(C)c1NC(=O)c1cn(-c2ccccc2)nc1-c1ccccc1,-2.5%,-1.9%,?,-36.7%,14.1%,-9.3%,-2.4%,-12.5%,2.5%
CCOC(=O)CCCNC(=O)c1cncc(Br)c1,2.1%,-2.8%,40.1%[12.7 µM],4.7%,15.6%,-5.7%,-10.8%,-1.2%,23.3%
COC(=O)N/N=C/c1ccc(-c2ccccc2Cl)o1,-2.9%,15.3%,3.2%[59 µM],?,3.2%[58.9 µM],-13.1%,-23.3%,-5.9%,0.5%
Cc1ccc(/C=C(/NC(=O)c2ccccc2)C(=O)NC(Cc2c[nH]c3ccccc23)C(=O)O)cc1 (stereo unspecified),-8.8%,27.4%,?,-34.6%,0.4%,-8.3%,-22.7%,-2.5%,6.0%
COCCCNC(=O)CCn1nc(-c2ccc(Cl)cc2)ccc1=O,-2.2%,-22.8%,12.9%[12.7 µM],2.1%,-3.5%,-6.3%,-19.1%,-13.7%,-11.2%
COc1ccc(CCNc2nc(-c3ccncc3)cs2)cc1OC,0.6%,-4.2%,/,-12.9%,-24.5%,-3.9%,?,-2.8%,8.6%
Cc1ccc(-n2nnnc2CNC(=O)c2ccc([N+](=O)[O-])o2)cc1C,/,-10.3%,-0.3%,8.4%,1.3%,/,-10.7%,-11.5%,/
CCOC(=O)CSC1=Nc2ccccc2C2=NC(CC(=O)NCc3cccs3)C(=O)N12 (stereo unspecified),1.6%,5.1%,-3.6%[12.7 µM],2.3%,0.3%,-3.8%,-10.6%,-2.6%,4.9%

# These rows are one share of the data. The share of hits here may be higher or lower than overall.
